rTrxR1 inhibitor: blocks rat thioredoxin reductase 1. O89049. recombinant rTrxR1, NADPH fluorescence consumption, selenite substrate. Potency, µM (highest dose often 114 µM), inactives show at the top dose activity change, negative = inhibition, hits mostly inhibitors. 390,000 tested, 1% active; note: % is set by controls: 0 for no effect and ±100 for the full control effect; nearly all actives have a fitted effect of over 65% in size
Target sequence (O89049 whole entry, looked up): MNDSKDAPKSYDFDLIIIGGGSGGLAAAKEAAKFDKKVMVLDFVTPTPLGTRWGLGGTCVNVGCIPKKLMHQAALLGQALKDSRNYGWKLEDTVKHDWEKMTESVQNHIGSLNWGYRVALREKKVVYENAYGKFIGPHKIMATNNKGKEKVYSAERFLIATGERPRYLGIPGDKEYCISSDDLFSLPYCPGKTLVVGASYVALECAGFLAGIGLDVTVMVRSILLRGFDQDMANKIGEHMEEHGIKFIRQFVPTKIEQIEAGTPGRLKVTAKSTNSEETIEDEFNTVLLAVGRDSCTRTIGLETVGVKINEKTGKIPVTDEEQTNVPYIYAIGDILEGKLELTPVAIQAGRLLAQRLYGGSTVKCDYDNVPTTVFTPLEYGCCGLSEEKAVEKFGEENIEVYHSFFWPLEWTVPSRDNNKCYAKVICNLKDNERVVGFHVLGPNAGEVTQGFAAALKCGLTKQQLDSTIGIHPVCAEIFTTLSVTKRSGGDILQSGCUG
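Rat TrxR1 (90 nM in the dispensed reagent) was pre-reduced with 400 uM NADPH for 5 min at room temperature, then incubated with compound for 15 min. After 400 uM selenite was added, NADPH fluorescence (Ex 340/Em 450 nm) was followed for 8 min.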
TrxR1 substrate: substrates of rat thioredoxin reductase 1; O89049; purified TrxR1 substrate turnover, NADPH consumption readout; Potency, µM (highest dose often 114 µM), for inactives: top-dose activity change, negative = substrate turnover; 390,000 tested, 0.01% active; AID 588456; note: % is set by controls: 0 for no effect and ±100 for the full control effect; nearly all actives have a fitted effect of over 50% in size
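Rat TrxR1, dispensed at 90 nM, was prereduced with 400 uM NADPH (final) for 5 min at ~22 deg C, then incubated with compound 15 min before 400 uM selenite. A first-read NADPH fluorescence drop versus no-compound background flagged substrates.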
Vif-APOBEC3G blk: blocks the Vif interaction with human APOBEC3G; Q9HC16; HeLa A3G-eYFP + Vif (tagged APOBEC3G with the HIV-1 protein that degrades it), YFP fluorescence, overnight; Potency, µM (highest dose often 46.1 µM), for the others: at the highest dose activity, negative = active, hits mostly inhibitors; 410,000 tested, 0.076% active;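 note: % is set by controls: 0 for no effect and ±100 for the full control effect; nearly all actives have a fitted effect of over 60% in size; hits raise eYFP signal because A3G escapes Vif-driven loss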
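Read-out is eYFP fluorescence (Ex 488/Em 500-530) from Vif-expressing HeLa A3G-eYFP cells; more signal means A3G escaped Vif-mediated degradation. Cells plated overnight, compound pinned in, incubated overnight at 37 deg C.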
12-LOX inh: ALOX12 (human) lipoxygenase inhibition. P18054. 580,000 tested, 1.1% active. AID 1671190. Potency, µM (series often up to 108 µM), inactives show top-dose activity change, negative = inhibition, hits mostly inhibitors. purified 12hLO, xylenol orange hydroperoxide absorbance; note: % is set by controls: 0 for no effect and ±100 for the full control effect
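Purified human 12hLO (150 nM final) in 25 mM Hepes, 0.01% Triton X-100, pH 7.0 was preincubated 15 min at room temperature with compound. Then 40 uM arachidonic acid was added, 30 min. Hydroperoxide was read by Fe-XO absorbance ratio 573/405 nm.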
mIDH1 inhibitor: inhibitors of human mutant IDH1 R132H; IDH1-R132H enzyme, NADPH consumption, diaphorase/resazurin fluorescence; Potency, µM (titrated, usually from 76.6 µM), inactives show at the top dose activity change, negative = inhibition, most hits filed as inhibitors; 390,000 tested, 0.093% active; AID 602179; note: % is set by controls: 0 for no effect and ±100 for the full control effect; nearly all actives have a fitted effect of over 65% in size
Target sequence (O75874 whole entry R132H, stated change not applied): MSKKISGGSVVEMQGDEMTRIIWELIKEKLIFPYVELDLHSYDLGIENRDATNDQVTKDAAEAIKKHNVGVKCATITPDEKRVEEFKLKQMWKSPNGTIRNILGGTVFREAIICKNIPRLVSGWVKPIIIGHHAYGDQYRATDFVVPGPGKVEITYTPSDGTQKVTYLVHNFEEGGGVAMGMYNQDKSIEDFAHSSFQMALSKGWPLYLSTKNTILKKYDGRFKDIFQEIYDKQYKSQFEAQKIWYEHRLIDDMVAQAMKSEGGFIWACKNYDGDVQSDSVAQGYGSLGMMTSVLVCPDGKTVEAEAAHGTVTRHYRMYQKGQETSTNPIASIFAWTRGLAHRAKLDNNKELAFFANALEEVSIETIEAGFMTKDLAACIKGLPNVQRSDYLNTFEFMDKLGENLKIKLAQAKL
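IDH1-R132H (0.5 ug/mL dispensed) in pH 7.5 Tris buffer was preincubated 30 min with compound, then given a substrate mix of 0.016 mM NADPH and 2 mM alpha-KG for 80 min at room temperature; remaining NADPH was read by diaphorase/resazurin fluorescence.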
RXFP1 ag: activates the human relaxin receptor RXFP1. HEK293T-RXFP1 cAMP TR-FRET, 30 min; response scale: percent of porcine relaxin response, buffer zero. 370,000 tested, 0.3% active. Q9HBX9. Potency, µM (doses to about 57.5 µM), for the others: at the top dose activation, actives largely listed as activators; note: % is set by controls: 0 for no effect and ±100 for the full control effect; nearly all actives have a fitted effect of over 60% in size; many of its hits are not listed in these tables
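HEK293T cells stably expressing RXFP1 were pretreated with the PDE4 inhibitor Ro 20174, exposed to compounds for 30 min at 37C, lysed, and cAMP was read by TR-FRET. Data normalized to buffer (basal) and 29 nM porcine relaxin (100%).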
RGS4 inh: human RGS4 inhibition; P49798; Transcreener GDP fluorescence polarization, RGS4-accelerated GTP hydrolysis; Potency, µM (series often up to 114 µM), without a hit: at the top dose activity change, negative = inhibition, most hits filed as inhibitors; 390,000 tested, 0.039% active; AID 504845; note: % is set by controls: 0 for no effect and ±100 for the full control effect; nearly all actives have a fitted effect of over 75% in size; some results filed as inactive show a strong effect at the top dose
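MLSMR compounds (23 nl, pin-transferred) preincubated 10 min at room temperature with a 500nM (2x) first reagent, then RGS4 at 900nM (2x) plus Transcreener GDP mix added; fluorescence polarization (620/688 nm) read before and after 90 min at 30 °C.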
USP1-UAF1 inh: inhibitors of human USP1/UAF1 deubiquitinase | O94782 | AID 743255 | recombinant USP1/UAF1, Ub-Rhodamine cleavage fluorescence | 390,000 tested, 0.23% active | Potency, µM (titrated, usually from 57.1 µM), for inactives: top-dose activity change, negative = inhibition, actives largely listed as inhibitors; note: % is set by controls: 0 for no effect and ±100 for the full control effect; nearly all actives have a fitted effect of over 60% in size; inactives centre near -12
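High-throughput fluorogenic screen: 1nM USP1/UAF1 complex, Ub-Rho substrate 150nM final, 50mM HEPES pH 7.8 with 0.5mM EDTA, 0.1 mg/ml BSA, 1mM TCEP and 0.01% Tween-20.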
Vif-APOBEC3F blk: blocks the Vif interaction with APOBEC3F; 390,000 tested, 0.2% active; Potency, µM (titrated, usually from 46.1 µM), inactives show top-dose activity, negative = active; HeLa A3F-eYFP + Vif (tagged APOBEC3F with the HIV-1 protein that degrades it), YFP fluorescence increase; note: % of control where 0% means no effect; nearly all actives have a fitted effect of over 65% in size
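HeLa cells stably expressing A3F-eYFP plus Vif, plated and incubated overnight at 37 deg C, then exposed to compounds overnight at 37 deg C. Blocked degradation read as raised yellow fluorescence (Ex 488/Em 500-530).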
Active calls of the source: *; ? = inconclusive; . = no result given; [ ] = another dose, or the depositor's remark. Calls come from the whole dose curve; as a rule, active = well fitted curve in the direction sought with a large enough effect; inconclusive = small, poorly fitted or top-dose-only effect, or another doubt; inactive = no such curve, though single readings can be large; an effect the other way counts as inactive or inconclusive. Potency is the fitted concentration of half-maximal effect. Only part of the results is shown, so the mix of outcomes need not match the whole.

SMILES	rTrxR1 inhibitor	TrxR1 substrate	Vif-APOBEC3G blk	12-LOX inh	mIDH1 inhibitor	RXFP1 ag	RGS4 inh	USP1-UAF1 inh	Vif-APOBEC3F blk
CCOC(=O)C(=CNc1cc(C)ccc1C)C(=O)OCC	4%	-5%	2%	-8%	2%	0.6%	21%	-9%	-15%
COc1cccc(-c2csc3nnc(SCC(=O)c4ccc(NC(C)=O)cc4)n23)c1	7%	-2%	1%	1%	0%	3.4%	-26%	-3%	1%
COc1ccc(NC(=O)c2cnc3n(c2=O)CCS3)cc1OC	3%	0%	1%	0%	14%	2.0%	-34%	-16%	0%
CC(=O)c1c(C)nc2ccc(Cl)cn12	1%[57.1 µM]	9%[57.1 µM]	1%	13%	1%	6.0%	31%	1%	-2%
CC(C)NC(=O)c1cc2c(s1)CCCC2	9%[57.1 µM]	2%[57.1 µM]	1%	10%	6%	-1.1%	-22%	-14%	0%
COc1ccc(OCC(=O)Nc2ccc(NC(=O)c3ccccc3Cl)c(OC)c2)cc1	11%	-3%	0%	?	-17%	1.4%	20%	-26%	1%
CSc1nc(N)nc(SCC(=O)c2ccccc2)c1C#N	23%[57.1 µM]	-8%	-8%	22%	5%	-0.2%	-38%	-14%	6%
Cc1ncc(CN2CCCC(C(=O)Nc3ccc(-n4ccnc4C)cc3)C2)cn1 (stereo not given)	10%	-4%	4%	36%[activator]	9%	0.3%	-14%	-7%	-1%
C[C@@H](NC(=O)[C@@H]1Cc2ccccc2CN1)C(=O)NC1CCCCC1	7%	5%	-2%	5%	-8%	1.1%	23%	-19%	-8%
O=C(NC1(C(F)(F)F)C(=O)Nc2c1c(=O)[nH]c(=O)n2CCc1ccccc1)c1ccc(Cl)cc1 (stereo not given)	15%[57.1 µM]	4%[57.1 µM]	1%	?	-4%	5.0%	-13%	-28%	1%
CN(C)CC#CCC(O)(c1ccccc1)c1ccccc1	-8%[57.1 µM]	4%[57.1 µM]	0%	-8%	-2%	3.0%	15%	6%	1%
CCOc1ncccc1C(=O)OCC(=O)c1ccc(Cl)s1	14%	-2%	1%	9%	-4%	-0.3%	13%	7%	.
CC(OC(=O)c1ccc(Cl)nc1)C(=O)Nc1ccc(S(=O)(=O)N2CCCC2)cc1 (stereo not given)	-6%	-7%	-2%	-24%	-2%	-0.3%	-7%	2%	0%
Nc1nc2c(c3c1c(=O)oc1ccccc13)CCCCC2	-4%	34%[activator]	0%	34%[activator]	9%	2.3%	-4%	-7%	-13%
CCC(C)C(NS(=O)(=O)c1ccc(C)cc1)C(=O)NCCCN1CCOCC1 (stereo not given)	8%	0%	3%	37%[activator]	0%	0.9%	-12%	-14%	-4%
COC(=O)C(NS(=O)(=O)c1ccc(N2CCCC2=O)cc1)c1ccccc1 (stereo not given)	-3%	-7%	-1%	448%[activator]	1%	-0.2%	19%	-17%	-1%
CC(C)(C)S(=O)(=O)N1C[C@H]2C(=CC[C@@H]3C(=O)N(c4ccccc4)C(=O)[C@@H]32)[C@H]1CCO	1%	4%	-2%	?	-13%	.	-33%	-28%	-14%
COc1cccc(-n2c(SCC(=O)Nc3cc(C)on3)nc3c([nH]c4ccccc43)c2=O)c1	23%	4%	-6%	?	-8%	1.8%	-10%	?	-15%
CCc1ccc(S(=O)(=O)/N=C2/C=C(Sc3ncn[nH]3)C(=O)c3ccccc32)cc1	?	7.9µM*	?	.	20%	0.9%	-137%	1.8µM*	?
Cc1ccc(-c2csc(NC(=O)c3ccc(-c4ccccc4)cc3)n2)o1	?	3%	6%	.	2%	0.4%	?	-11%	-4%
COC(=O)c1ccc(/C=N/Nc2nc(N3CCCCC3)nc(N3CCCCC3)n2)cc1	8%[57.1 µM]	1%[57.1 µM]	2%	3%	2%	2.9%	6%	0%	4%
CCCOC(=O)Nc1nnc(CCC)s1	-1%[57.1 µM]	1%[57.1 µM]	1%	0%	1%	-0.2%	-14%	-7%	-6%
CC(Cc1cccnc1)NC(=O)c1cc(COc2c(F)cccc2F)on1 (stereo not given)	27%	7%	-1%	0%	4%	-0.9%	-15%	-16%	1%
C=CCn1c(SCCC(=O)O)nc2c1c(=O)n(C)c(=O)n2C	15%	-5%	-2%	-14%	0%	3.7%	-15%	-7%	-7%
CCC(CC)C(=O)c1c[nH]c(C(=O)NC2CCCCCC2)c1	3%	-4%	0%	21%	0%	3.7%	-10%	-13%	-5%
O=C(NCc1ccco1)Nc1cccc(-c2ccccc2)c1	9%	-4%	3%	5%	0%	.	6%	?	-4%
COc1ccccc1CNS(=O)(=O)c1ccc(Cl)s1	18%[57.1 µM]	-9%	0%	-4%	20%	1.0%	22%	-12%	5%
COC(=O)COc1ccc(/C=C2/NC(=O)N(CC(=O)OC)C2=O)cc1	-1%[57.1 µM]	-3%[57.1 µM]	2%	1%	1%	2.0%	2%	-4%	7%
O=C(NCCCNC(=O)c1ccccc1)c1ccccc1	18%[57.1 µM]	-4%	0%	8%	11%	.	-13%	0%	7%
COc1ccc(N2CCC(CNC(=S)Nc3c(C)cc(C)cc3C)C2)cc1 (stereo not given)	11%	9%	0%	?	6%	-2.8%	-41%	-21%	8%
CCOC(=O)c1cc2c(=Cc3ccc(N(C)C)cc3)c3ccccc3n2[n+]1C	23%[11.4 µM]	9%[11.4 µM]	-2%	?	-7%	.	?	16µM*	-6%
O=C(COc1ccc(Cl)cc1)NNC(=O)C(=O)NC1CCCCC1	-32%	-6%	0%	-6%	9%	-2.2%	10%	-11%	-2%
CC[C@@H](C)[C@@H]1CN([C@@H](C)CN2CCC[C@H]2CN2C(N)=NC[C@H]2CC(C)C)C(=N)N1CCc1ccc(Cl)c(Cl)c1	-9%	-4%	-1%	-19%	-6%	.	-3%	8%	-1%
CC(=O)Nc1ccc(S(=O)(=O)N(C)Cc2cnn(C)c2)cc1	-11%	-13%	1%	-3%	2%	-3.0%	-11%	-9%	2%
C=C(C)CCC(C)N1CCC(n2nccc2NC(=O)CCOc2ccccc2)CC1 (stereo not given)	14%	1%	0%	-12%	-7%	-1.3%	6%	6%	-10%
CCOc1ccc(C2CC(=O)Nc3cc4c(cc32)OCO4)cc1OC (stereo not given)	4%	-7%	2%	-21%	4%	1.5%	2%	-28%	1%

Looked up above:
Entry of CC[C@@H](C)[C@@H]1CN([C@@H](C)CN2CCC[C@H]2CN2C(N)=NC[C@H]2CC(C)C)C(=N)N1CCc1ccc(Cl)c(Cl)c1 under USP1-UAF1 inh: 8%
Entry of CCOC(=O)c1cc2c(=Cc3ccc(N(C)C)cc3)c3ccccc3n2[n+]1C under Vif-APOBEC3G blk: -2%

Further results follow:
SMILES	rTrxR1 inhibitor	TrxR1 substrate	Vif-APOBEC3G blk	12-LOX inh	mIDH1 inhibitor	RXFP1 ag	RGS4 inh	USP1-UAF1 inh	Vif-APOBEC3F blk
COc1ccc(Cl)cc1N1C(=O)/C(=C/c2sccc2C)N=C1SCC(=O)NC1CC1	28%	-2%	-17%	?	2%	.	24%	-8%	?
COc1ccc(S(=O)(=O)c2cnc3ccc(Cl)cc3c2N2CCCCC2C)cc1 (stereo not given)	15%	5%	-2%	-18%	0%	19%	-16%	?	1%
O=C(c1ccc(F)cc1)N1CCC(c2nc(-c3ccc(S(=O)(=O)N4CCCC4)cc3)no2)CC1	-7%	-1%	-5%	0%	-3%	-0.1%	22%	-4%	1%
O=C(c1cc(-c2ccccn2)nc2c(Cl)cccc12)N1CCN(S(=O)(=O)c2ccccc2)CC1	-11%	-7%[11.4 µM]	-11%	-20%	6%	-1.1%	-12%	-12%	-20%
COc1ccccc1OCC(=O)NCCS(=O)(=O)N1CCN(c2ccccc2)CC1	7%	-3%	-3%	-3%	8%	-0.1%	7%	-7%	12%
Cc1ccnc(N(C(=O)c2cccs2)C(=O)c2cccs2)c1	22%	4%	1%	0%	-1%	0.0%	28%	-6%	-19%
CCOC(=O)c1cc(-c2nnc(SCC(=O)Nc3ccc(F)cc3)o2)c(C)nc1C	9%	4%	-2%	-7%	-1%	1.1%	-46%	0%	2%
Cc1cc(/C=N/NC(=O)c2cccnc2)c(C)n1CC(C)C	6%[57.1 µM]	3%[57.1 µM]	-3%	17%	1%	-0.7%	-23%	-19%	-51%
CC(C)OC(=O)CCCNc1ccc([N+](=O)[O-])cc1[N+](=O)[O-]	-15%	-16%	0%	-6%	11%	2.5%	7%	-10%	-3%
Cc1cc(NC(=O)CN2C(=O)NC3(CCCCCC3)C2=O)ccc1Br	7%	-9%	-9%	11%	-12%	-0.6%	6%	-18%	-4%

Retrieved by structure from above, 3 records:
SMILES	rTrxR1 inhibitor	TrxR1 substrate	Vif-APOBEC3G blk	12-LOX inh	mIDH1 inhibitor	RXFP1 ag	RGS4 inh	USP1-UAF1 inh	Vif-APOBEC3F blk
O=C(c1cc(-c2ccccn2)nc2c(Cl)cccc12)N1CCN(S(=O)(=O)c2ccccc2)CC1	-11%	-7%[11.4 µM]	-11%	-20%	6%	-1.1%	-12%	-12%	-20%
COc1ccc(Cl)cc1N1C(=O)/C(=C/c2sccc2C)N=C1SCC(=O)NC1CC1	28%	-2%	-17%	?	2%	.	24%	-8%	?
COc1ccc(S(=O)(=O)c2cnc3ccc(Cl)cc3c2N2CCCCC2C)cc1 (stereo not given)	15%	5%	-2%	-18%	0%	19%	-16%	?	1%

Compound activity: PubChem, National Center for Advancing Translational Sciences (NCATS)
